# Vif-A3G inh: inhibitors of Vif-APOBEC3G interaction; Q9HC16; HeLa A3G-eYFP + Vif (tagged APOBEC3G with the HIV-1 protein that degrades it), YFP fluorescence, overnight; Potency, µM (series often up to 46.1 µM), for inactives: at the highest dose activity, negative = active, actives largely listed as inhibitors; actives 0.076% (n = 410,000);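 note: potency is the fitted concentration of half-maximal effect; % is set by controls: 0 for no effect and ±100 for the full control effect; nearly all actives have a fitted effect of over 60% in size; hits raise eYFP signal because A3G escapes Vif-driven loss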
# Target sequence (Q9HC16 whole entry, looked up): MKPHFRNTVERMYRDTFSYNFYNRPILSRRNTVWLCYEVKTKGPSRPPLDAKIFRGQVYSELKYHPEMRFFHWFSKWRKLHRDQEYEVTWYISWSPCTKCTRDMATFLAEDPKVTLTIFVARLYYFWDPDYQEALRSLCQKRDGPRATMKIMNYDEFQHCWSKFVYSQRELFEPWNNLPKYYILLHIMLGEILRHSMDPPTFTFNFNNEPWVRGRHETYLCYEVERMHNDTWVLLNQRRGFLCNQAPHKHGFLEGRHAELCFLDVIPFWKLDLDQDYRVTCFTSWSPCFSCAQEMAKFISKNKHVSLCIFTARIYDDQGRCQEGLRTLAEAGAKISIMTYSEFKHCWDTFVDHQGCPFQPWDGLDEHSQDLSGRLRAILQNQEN
#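 HeLa cells stably expressing Vif and C-terminally eYFP-tagged A3G, seeded overnight at 37 deg C, then exposed to compound by pintool overnight at 37 deg C. Rise in yellow fluorescence (Ex 488/Em 500-530, Acumen) marks blocked Vif-driven A3G degradation.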
# TrxR1 substrate: is turned over as a substrate by rat TrxR1 | O89049 | purified TrxR1 substrate turnover, NADPH consumption readout | Potency, µM (highest dose often 114 µM), without a hit: at the highest dose activity change, negative = substrate turnover | actives 0.01% (n = 390,000); note: potency is the fitted concentration of half-maximal effect; % is set by controls: 0 for no effect and ±100 for the full control effect; nearly all actives have a fitted effect of over 50% in size
#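 Rat TrxR1, dispensed at 90 nM, was prereduced with 400 uM NADPH (final) for 5 min at ~22 deg C, then incubated with compound 15 min before 400 uM selenite. A first-read NADPH fluorescence drop versus no-compound background flagged substrates.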
# PI4K2A block: blocks human PI4K2A kinase activity. Q9BTU6. purified PI4K2A, ADP-Glo luminescence, 1 h; hits give low values. activity change, negative = inhibition, % at 76.9 µM. actives 0.13% (n = 420,000). AID 1346378; in the data active = activity change below about -50%; inconclusive = mostly about -30% to -49%;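 note: -100% = wells without enzyme as full effect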
# Target sequence (Q9BTU6 whole entry, looked up): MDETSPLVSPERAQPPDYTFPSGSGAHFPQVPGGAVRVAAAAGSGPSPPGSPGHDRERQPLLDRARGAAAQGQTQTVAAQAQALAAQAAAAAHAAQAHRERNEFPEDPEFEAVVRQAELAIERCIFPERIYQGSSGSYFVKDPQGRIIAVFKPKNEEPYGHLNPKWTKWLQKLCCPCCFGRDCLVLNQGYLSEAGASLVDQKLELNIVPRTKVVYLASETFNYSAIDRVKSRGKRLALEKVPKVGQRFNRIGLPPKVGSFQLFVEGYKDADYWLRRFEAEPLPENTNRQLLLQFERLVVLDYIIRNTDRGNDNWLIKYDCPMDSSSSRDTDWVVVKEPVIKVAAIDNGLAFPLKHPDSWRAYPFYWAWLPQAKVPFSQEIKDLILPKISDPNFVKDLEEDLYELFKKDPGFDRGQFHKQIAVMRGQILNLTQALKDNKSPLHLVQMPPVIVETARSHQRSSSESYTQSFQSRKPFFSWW
#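 In this quantitative HTS, ADP production by PI4K2A was quantified luminescently after 1 h at ambient temperature; 100 microM adenosine served as plate-quality control.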
# Vif-APOBEC3F blk: Vif-A3F binding inhibition; actives 0.2% (n = 390,000); Potency, µM (top dose mostly 46.1 µM), for inactives: at the highest dose activity, negative = active; HeLa A3F-eYFP + Vif (tagged APOBEC3F with the HIV-1 protein that degrades it), YFP fluorescence increase; note: potency is the fitted concentration of half-maximal effect; % of control where 0% means no effect; nearly all actives have a fitted effect of over 65% in size
#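 HeLa cells stably expressing Vif plus C-terminally eYFP-tagged A3F were seeded, incubated overnight at 37 deg C, dosed with compound, incubated overnight again at 37 deg C. Yellow fluorescence (Ex 488/Em 500-530) reported blocked Vif-mediated A3F-eYFP degradation.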
# LDHA block: blocks human lactate dehydrogenase A | P00338 | purified LDHA, NADH/diaphorase-resazurin fluorescence; hits give low values | activity change, % (values are at about 110 or 230 µM) | actives 0.15% (n = 480,000); in the data active = activity change below about -30%; inconclusive = mostly about -25% to -30%;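 note: plate controls were DMSO wells for no effect and wells without enzyme for full effect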
#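 Resorufin fluorescence (ex540/em590), read at 0 and 20 min after diaphorase/resazurin addition, reports the NADH left after a 5 min room-temperature reaction of 2 nM human LDH5 with 0.06 mM NADH and 0.2 mM pyruvate.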
# RXFP1 agonist: RXFP1 (human) receptor agonism; Q9HBX9; HEK293T-RXFP1 cAMP TR-FRET, 30 min; response scale: percent of porcine relaxin response, buffer zero; Potency, µM (top dose mostly 57.5 µM), for inactives: at the top dose activation, most hits filed as activators; actives 0.3% (n = 370,000); AID 2676; note: potency is the fitted concentration of half-maximal effect; % is set by controls: 0 for no effect and ±100 for the full control effect; nearly all actives have a fitted effect of over 60% in size; many of its hits are not listed in these tables
#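 Agonist response is measured as cAMP accumulation in an RXFP1-transfected HEK293T line under PDE4 inhibition. Values are scaled between buffer-only and 29 nM porcine relaxin, and EC50s come from standard Hill equation fits.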
# mIDH1 inhibitor: human IDH1 R132H inhibition; IDH1-R132H enzyme, NADPH consumption, diaphorase/resazurin fluorescence; Potency, µM (series often up to 76.6 µM), without a hit: at the top dose activity change, negative = inhibition, usual class: inhibitors; actives 0.093% (n = 390,000); AID 602179; note: potency is the fitted concentration of half-maximal effect; % is set by controls: 0 for no effect and ±100 for the full control effect; nearly all actives have a fitted effect of over 65% in size
#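 IDH1-R132H (0.5 ug/mL dispensed) in pH 7.5 Tris buffer was preincubated 30 min with compound, then given a substrate mix of 0.016 mM NADPH and 2 mM alpha-KG for 80 min at room temperature; remaining NADPH was read by diaphorase/resazurin fluorescence.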
# GRP78 ERSR act: inducers of ER stress response in human glioma cells; U87-MG GRP78 promoter luciferase reporter, 16 h; Potency, µM, inactives show at the top dose activation, most hits filed as activators; actives 0.02% (n = 420,000); AID 602332; note: potency is the fitted concentration of half-maximal effect; series mostly up to about 76 µM; % of control where 0% means no effect; nearly all actives have a fitted effect of over 35% in size
#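 ERSR induction read as luciferase luminescence (Bright-Glo, 10 min at room temperature) in stably transfected human U87-MG glioma cells exposed to compounds for 16 h, using GRP78 as sensor.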
# USP1 inh: blocks the human USP1/UAF1 deubiquitinase complex. O94782. recombinant USP1/UAF1, Ub-Rhodamine cleavage fluorescence. Potency, µM (highest dose often 57.1 µM), for the others: at the highest dose activity change, negative = inhibition, most hits filed as inhibitors. actives 0.23% (n = 390,000). AID 743255; note: potency is the fitted concentration of half-maximal effect; % is set by controls: 0 for no effect and ±100 for the full control effect; nearly all actives have a fitted effect of over 60% in size; inactives centre near -12
#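 In this screen, compounds sit with the deubiquitinase complex (1nM) for 15 min at room temperature before Ub-Rho is added at 150nM final. Fluorescence rise is then followed for 6 reads every 60 seconds.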
# Active calls of the source: *; ? = inconclusive; / = no result given; [ ] = dose if it differs, or a comment. Unless noted, calls come from the whole dose curve; as a rule, active = well fitted curve in the direction sought with a large enough effect; inconclusive = small, poorly fitted or top-dose-only effect, or another doubt; inactive = no such curve, though single readings can be large; an effect the other way counts as inactive or inconclusive. Some of the compounds tested. The share of hits here may be higher or lower than overall.
# The first 2 records, ahead of the listing:
SMILES,Vif-A3G inh,TrxR1 substrate,PI4K2A block,Vif-APOBEC3F blk,LDHA block,RXFP1 agonist,mIDH1 inhibitor,GRP78 ERSR act,USP1 inh
O=C(c1ccc(C(F)(F)F)cc1)C1CCCN(C(=O)CCN2CCCO2)C1 (centres undefined),-6%,-3%,6,2%,-5,-0.1%,0%,0%,-12%
C=C1CC(COc2cc(=O)oc3ccccc23)(c2ccccc2)OC1=O (centres undefined),-23%,-7%,11,6%,-3,/,-10%,-14%,-12%

# The whole of this part, from the first entry:
SMILES,Vif-A3G inh,TrxR1 substrate,PI4K2A block,Vif-APOBEC3F blk,LDHA block,RXFP1 agonist,mIDH1 inhibitor,GRP78 ERSR act,USP1 inh
O=C(c1ccc(C(F)(F)F)cc1)C1CCCN(C(=O)CCN2CCCO2)C1 (centres undefined),-6%,-3%,6,2%,-5,-0.1%,0%,0%,-12%
C=C1CC(COc2cc(=O)oc3ccccc23)(c2ccccc2)OC1=O (centres undefined),-23%,-7%,11,6%,-3,/,-10%,-14%,-12%
COc1ccccc1NC(=O)CN(c1ccccc1)S(=O)(=O)c1ccccc1,0%,-4%,4,2%,-4,-0.5%,3%,-4%,1%
CCOC(=O)c1cc(C(=O)c2cccs2)n2ccc(C(C)=O)cc12,-5%,7%,-12,-3%,-5,4.5%,8%,-2%,-28%
Cc1ccc(-c2nc(NCc3ccco3)n(C(=O)c3ccco3)n2)cc1,2%,14%[57.1 µM],5,-25%,-8,-0.1%,-4%,0%,-18%
O=C(Nc1ccc2c(c1)C(=O)N(c1ccccc1)C2=O)C1CCCO1 (centres undefined),0%,-4%,-3,-6%,-4,-1.3%,2%,-1%,-1%
COc1cccc(CN2CCSCC2)c1,1%,7%,-6,3%,-19,-0.6%,-2%,-2%,-11%
CCCCNC(=O)CCn1c(=O)c2ccccc2n(CC(=O)N2CC(C)CC(C)C2)c1=O (centres undefined),-3%,1%,1,1%,-2,0.4%,3%,-5%,-3%
CCN(CC)C(=O)Cn1cc(C(=O)C(=O)NCCCN2CCOCC2)c2ccccc21,0%,-11%,2,-1%,1,-0.1%,1%,-8%,-5%
COc1cc(C=CC(=O)c2cc(OC)c(OC)c(OC)c2)cc(OC)c1OC,-20%,-15%,4,8%,-6,/,15%,-13%,-12%

# Reprinted from the listing, three compounds:
SMILES,Vif-A3G inh,TrxR1 substrate,PI4K2A block,Vif-APOBEC3F blk,LDHA block,RXFP1 agonist,mIDH1 inhibitor,GRP78 ERSR act,USP1 inh
Cc1ccc(-c2nc(NCc3ccco3)n(C(=O)c3ccco3)n2)cc1,2%,14%[57.1 µM],5,-25%,-8,-0.1%,-4%,0%,-18%
O=C(Nc1ccc2c(c1)C(=O)N(c1ccccc1)C2=O)C1CCCO1 (centres undefined),0%,-4%,-3,-6%,-4,-1.3%,2%,-1%,-1%
COc1cccc(CN2CCSCC2)c1,1%,7%,-6,3%,-19,-0.6%,-2%,-2%,-11%

# (next part)
SMILES,Vif-A3G inh,TrxR1 substrate,PI4K2A block,Vif-APOBEC3F blk,LDHA block,RXFP1 agonist,mIDH1 inhibitor,GRP78 ERSR act,USP1 inh
Cc1nn(C2CC(O)C(O)C(CO)O2)c(=O)[nH]c1=O (centres undefined),1%,-13%,-2,-10%,-5,/,0%,1%,4%
C[C@H](CO)N1C[C@H](C)[C@@H](CN(C)S(=O)(=O)c2ccc(F)cc2)Oc2ccc(NC(=O)NC3CCCCC3)cc2C1=O,3%,-7%,5,2%,0,/,3%,-1%,?
CC1=C(C(=O)OCc2ccccc2)C(c2ccccc2OS(=O)(=O)c2ccc(C)cc2)NC(=O)N1CCCC(=O)O (centres undefined),5%,3%,-1,0%,-1,/,-5%,-4%,-15%
CC1CCC2(CC1)NC(=O)N(CC(=O)Nc1ccc3c(c1)CCC3)C2=O (centres undefined),-6%,-2%,5,0%,-8,-1.0%,-3%,-4%,-24%
O=C(COc1ccc([N+](=O)[O-])cc1)NNC(=O)Nc1cccc(F)c1,3%,-13%,7,2%,-2,3.2%,8%,-5%,-9%
COc1ccc(-c2c(C)nc3c(-c4ccc(F)cc4)cnn3c2N)cc1,-1%,220%[activator],-2,5%,1,?,-11%,2%,-14%
Cc1ccc(OCCCCNC2CCCC(C)C2C)c(C)c1 (centres undefined),2%,0%[57.1 µM],-4,7%,-15,-1.5%,0%,-5%,-9%
CC(C)CC(=O)N1CCN(Cc2ccc(C(F)(F)F)cc2)CC1,3%,0%,-5,0%,-8,0.3%,14%,1%,-11%
O=C(c1ccccc1)N1N=C(c2ccccc2)CC1c1ccccc1[N+](=O)[O-] (centres undefined),0%,-16%,-2,2%,11,-0.3%,0%,1%,-8%
CNCc1sccc1C,0%,-8%[57.1 µM],4,0%,-2,-1.1%,8%,5%,-19%
Cc1cccc(N(C)C(=O)C2CCN(S(=O)(=O)c3cccc4nonc34)CC2)c1,-3%,-3%[57.1 µM],2,2%,-2,-0.5%,-13%,-1%,-22%
Fc1ccccc1NC(=S)NCc1ccccc1,-2%,1%,5,-8%,-1,-2.1%,4%,2%,-18%
COc1cccc(NC(=O)c2cncs2)c1,-1%,6%,4,-2%,-4,-1.9%,14%,1%,-15%
COc1cccc(/C=C/c2nc(S(=O)(=O)c3ccccc3)c(N(C)C)o2)c1,-2%,83%[activator],10,-2%,-1,9.4%,0%,-2%,-13%
COc1ccc(C2(c3ccc(OC)cc3)NC(=O)N(CC(=O)NC3CCS(=O)(=O)C3)C2=O)cc1 (centres undefined),0%,7%,2,0%,-2,/,-10%,-4%,-22%
CCCSc1nc(NCc2ccco2)c2c3c(sc2n1)COC(C)(CC)C3 (centres undefined),-9%,-10%,2,0%,-1,1.0%,-5%,-4%,-10%
Cc1cccc(NC(=O)c2cc3c(s2)-c2c(C)cccc2OC3)n1,0%,90%[activator],6,4%,-13,12%,-8%,2%,-14%
O=C(c1ccco1)N1CCCC(N2CCN(c3cccc(C(F)(F)F)c3)CC2)C1 (centres undefined),4%,-5%,0,-5%,-7,0.6%,-12%,0%,-17%
COc1ccc(S(=O)(=O)NC(C)C(=O)NCc2ccncc2)cc1OC (centres undefined),2%,5%[57.1 µM],2,-2%,-5,-0.3%,-4%,0%,-20%
O=c1c2ccccc2[nH]c(=S)n1CCN1CCCC1,7%,-4%,0,4%,-10,4.2%,6%,-3%,-3%
COC(=O)CN1C(=S)N(c2ccc(OC)cc2)C(=O)/C1=C/c1ccc(N2CCOCC2)cc1,?,-13%,-1,?,-2,2.0%,-6%,1%,28µM*
C#CCOCCOCCOCCNc1nc(N2CCN(C(=O)C([C@@H](C)O)n3cc([C@@H](N)CCCCN)nn3)CC2)nc(N2CCN(C(=O)[C@H](CC(N)=O)n3cc(C(N)[C@@H](C)CC)nn3)CC2)n1 (some centres undefined),1%,1%,2,7%,0,/,-4%,-2%,?
CCCn1c(SCC(=O)Nc2nc(C)c(C(=O)OC)s2)nnc1C(C)C,1%,-4%,14,7%,-1,0.3%,5%,4%,0%
COC(=O)/C(C#N)=C/c1c(Oc2cccc(C)c2)nc2ccccn2c1=O,-5%,8%,4,-13%,-15,4.8%,-1%,-2%,-24%
Cn1cc(Br)c(C(=O)Nc2sc3c(c2C(N)=O)CCCC3)n1,-3%,20%,2,-2%,3,0.4%,0%,0%,-9%
COc1ccccc1N(C)S(=O)(=O)c1ccc(Cl)c(C(=O)OCc2c(C)noc2C)c1,1%,-2%,2,-1%,2,0.8%,15%,-4%,-23%
NC(c1csc(NC(=O)Nc2ccc(OC(F)(F)F)cc2)n1)C1CCCCC1 (centres undefined),-10%,/,-7,/,-14,/,/,-14%,/
CC(C)[C@H](NS(=O)(=O)c1ccccc1)C(=O)OCC(=O)Nc1cccc(S(N)(=O)=O)c1,-1%,1%,3,2%,-2,/,2%,-4%,-17%
CC(C)N(Cc1ccccc1)C(=S)NC(=O)C1(C)CC1(Cl)Cl (centres undefined),-5%,6%[57.1 µM],-3,-17%,-6,1.8%,3%,-7%,-10%
O=C(Nc1ccc(C(=O)NCC2CCN(Cc3ccccc3F)CC2)cc1)C1=CSCCO1,2%,-1%,-6,1%,0,0.5%,-9%,-2%,-8%
CCn1c(SCC(=O)NCc2ccccc2)nc2ccccc2c1=O,-5%,9%,-3,-11%,-7,1.4%,3%,-3%,8%
CCCOc1ccc(C(=O)OCCN2CCCCC2)c(O)c1,0%,-17%[11.4 µM],-8,0%,0,/,4%,-1%,-7%
CCCC(C)(C)C(=O)N1CCC1(C)C(=O)Nc1ccc(OC)c(OC)c1 (centres undefined),-4%,/,-2,/,-1,/,/,-2%,/
Cc1cccc(NC(=O)/C(C#N)=C\c2cccnc2)c1,-1%,9%,-3,-1%,-2,-0.7%,0%,0%,-4%
COc1ccc(NC(=O)CSc2nccn2C)cc1S(N)(=O)=O,0%,4%[57.1 µM],0,9%,-7,-0.1%,0%,-1%,0%
O=C(CN1CCN(c2ccccc2O)CC1)NCCCc1ccccc1,1%,-8%[57.1 µM],1,-4%,-3,0.4%,-2%,-1%,6%
CCOc1ccccc1-n1c(SCC(=O)N2CCCC2)nnc1-c1ccoc1C,-2%,3%,2,0%,-1,2.1%,2%,-5%,0%
COc1ccc(NC(=O)CSc2nnc(-c3ccccn3)n2Cc2ccco2)cc1OC,-2%,-5%,5,-4%,0,1.3%,0%,-1%,-22%
NC(N)=N/N=C(\N=Nc1ccccc1)c1cccc2cccnc12,-1%,-9%,-5,6%,4,/,4%,-2%,-8%

# Screening data from PubChem BioAssay.
